# USP2a inhib = USP2a (human) protease inhibition; USP2a enzymatic assay, qHTS inhibition; O75604; Potency, µM (top dose mostly 38.3 µM), for inactives: top-dose activity change, negative = inhibition, hits mostly inhibitors; 0.1% of 60,000 active;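 also: potency is read from the fitted curve at half-maximal effect; nearly all actives have a fitted effect of over 60% in size; plate controls were DMSO for no effect and NEM full inhibition control for full effect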
# Target sequence (O75604 whole entry, looked up): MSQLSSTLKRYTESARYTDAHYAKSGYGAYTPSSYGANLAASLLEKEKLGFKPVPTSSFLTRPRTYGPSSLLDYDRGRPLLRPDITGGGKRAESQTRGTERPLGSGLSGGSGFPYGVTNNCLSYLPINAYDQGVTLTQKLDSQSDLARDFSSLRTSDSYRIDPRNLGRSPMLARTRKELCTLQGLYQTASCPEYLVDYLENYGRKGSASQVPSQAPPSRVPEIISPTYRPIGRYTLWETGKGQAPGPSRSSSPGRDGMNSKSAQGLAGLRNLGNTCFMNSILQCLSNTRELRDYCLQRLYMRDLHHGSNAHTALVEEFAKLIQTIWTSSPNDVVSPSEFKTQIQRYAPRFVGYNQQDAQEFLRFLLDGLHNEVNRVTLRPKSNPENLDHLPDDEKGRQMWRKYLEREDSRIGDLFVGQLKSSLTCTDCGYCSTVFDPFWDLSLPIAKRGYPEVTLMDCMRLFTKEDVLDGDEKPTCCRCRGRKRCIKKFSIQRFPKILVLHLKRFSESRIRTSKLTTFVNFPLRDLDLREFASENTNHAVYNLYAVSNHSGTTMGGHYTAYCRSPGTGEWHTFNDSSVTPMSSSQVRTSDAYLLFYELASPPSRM
#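 USP2 core (20nM final) preincubated 30 min RT with compound, then Ub-PLA2 20nM and NBD C6-HPC 20uM final added; buffer 20mM Tris-HCl pH 8.0, 2mM CaCl2. Fluorescence Ex 460/Em 535 read at 0 and 2.5 h; normalized to NEM.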
# Rhodamine autofl = compound fluoresces in the rhodamine spectral region | 0.05% of 59,000 active | Rhodamine-region fluorescence, 547/598 nm, Tris buffer; hits give high values | max dye-equivalent concentration, M; in the data active = max dye-equivalent concentration above about 11 nM; inconclusive = between about 1.1 nM and that limit
#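 Compound fluorescence in 100 mM Tris, pH 8.0, read after 15 min at room temperature with 547 nm excitation and 598 nm emission. Output is dye-equivalent concentration from an on-plate rhodamine standard series.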
# Casp7 inh = allosteric or competitive inhibitors of human caspase-7. AID 889. Potency, µM (highest dose often 57.5 µM), inactives show at the top dose activity change, negative = inhibition, hits mostly inhibitors. P55210. 0.02% of 75,000 active. recombinant caspase-7, Ac-DEVD-AFC fluorescence rate; active = well fitted inhibition curve with a large enough effect in the main read-out, with a control signal flat, not every such curve was filed as active; inconclusive = small, poorly fitted or top-dose-only effect, or a change in a side signal; also: potency is read from the fitted curve at half-maximal effect; % of control where 0% means no effect
# A350 autofl = A350 region autofluorescence. Compound autofluorescence, 340/450 nm, Alexa 350 dye-equivalents; hits give high values. max dye-equivalent concentration, M. 11% of 59,000 active. AID 590; in the data active = max dye-equivalent concentration above about 10 nM; inconclusive = mostly about 1.1 nM to 9.6 nM
# TexasRed autofl = compounds fluorescent in Texas Red spectral region; Compound fluorescence, Texas Red channel, 547/618 nm; hits give high values; max dye-equivalent concentration, M; 0.06% of 59,000 active; AID 587; in the data active = max dye-equivalent concentration above about 10 nM; inconclusive = between about 1.1 nM and that limit
#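 Fluorescence at ex 547/em 618 nm, normalized against an on-plate Texas Red standard series to give dye-equivalent concentration per compound concentration. Buffer 100 mM Tris, pH 8.0; 15 min RT incubation before CCD imaging.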
# HEK293 cAMP cs = parental HEK293 cAMP activation (counter-screen) | parental HEK293 CNG cAMP sensor, membrane potential fluorescence | Potency, µM (top dose mostly 57.1 µM), for the others: at the highest dose activation, actives largely listed as activators | 2.5% of 73,000 active | AID 938; also: potency is read from the fitted curve at half-maximal effect; % of control where 0% means no effect; nearly all actives have a fitted effect of over 55% in size
#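 Counterscreen for endogenous-receptor signalling: CNG-channel HEK 293 cells report cAMP rise by membrane depolarization. After 60 min dye equilibration with 100 uM RO 20-1724, compounds incubated 30 min before bottom-read fluorescence at 590 nm.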
# Fluorescein fluor = compound autofluorescence in fluorescein spectral region | Compound autofluorescence, 480/540 nm, fluorescein-equivalent; hits give high values | max fluorescein-equivalent concentration, M | 0.91% of 59,000 active | AID 593; in the data active = max fluorescein-equivalent concentration above about 10 nM; inconclusive = between about 1.1 nM and that limit
#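 In this qHTS profile, compound fluorescence was measured with a 480 nm/540 nm filter pair following a 15-min room-temperature incubation in 100 mM Tris (pH 8.0). A six-point fluorescein series on each plate served for normalization.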
# Caspase-1 inhib = blocks human caspase-1 allosterically or competitively. P29466. Caspase-1 enzyme, Ac-WEHD-AFC fluorogenic rate. Potency, µM (top dose mostly 57.5 µM), inactives show at the top dose activity change, negative = inhibition, hits mostly inhibitors. 0.03% of 75,000 active. AID 900;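 also: potency is read from the fitted curve at half-maximal effect; plate controls were vehicle for no effect and no substrate for full effect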
# Target sequence (P29466 120-297 limits assumed): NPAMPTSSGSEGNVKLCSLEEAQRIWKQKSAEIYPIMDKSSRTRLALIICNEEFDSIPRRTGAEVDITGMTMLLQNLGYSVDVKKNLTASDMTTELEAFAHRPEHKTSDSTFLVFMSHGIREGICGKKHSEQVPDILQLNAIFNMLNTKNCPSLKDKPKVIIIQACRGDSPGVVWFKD
# Target sequence (P29466 317-404 limits assumed): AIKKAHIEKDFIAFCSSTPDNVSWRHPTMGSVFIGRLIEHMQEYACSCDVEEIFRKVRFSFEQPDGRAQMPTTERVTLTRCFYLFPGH
# 4-MU autofl = compounds fluorescent in 4-MU spectral region | compound autofluorescence, 340/450 nm, 4-MU equivalents; hits give high values | AID 589 | max dye-equivalent concentration, M | 11% of 59,000 active; in the data active = max dye-equivalent concentration above about 10 nM; inconclusive = mostly about 1.1 nM to 9.6 nM
#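 Compounds in 100 mM Tris, pH 8.0, sat 15 min at room temperature before fluorescence was read at 340 nm excitation/450 nm emission; a per-plate six-point 4-MU standard curve converted signals to dye-equivalent concentration at each compound concentration.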
# BRCT PPI green = BRCA1 BRCT-phosphoprotein interaction inhibition. BRCA1 BRCT-phosphopeptide binding, green fluorescence polarization. Potency, µM (top dose mostly 76.9 µM), inactives show at the highest dose activity change, negative = inhibition, usual class: inhibitors. AID 875. 0.05% of 75,000 active;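 also: potency is read from the fitted curve at half-maximal effect; plate controls were peptide without protein for full effect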
#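 Compounds were incubated for 12 min at room temperature with a complex of 100 nM fluorescein-tagged pBACH1 decapeptide and 250 nM His-tagged BRCT protein. Buffer was phosphate pH 7.3 with EDTA, DTT and Tween 20. Disruption of binding lowers the polarization signal.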
# BRCT inh red = BRCT-phosphoprotein interaction inhibition (red fluorophore) | P38398 | BRCT-phosphopeptide binding, red fluorescence polarization | Potency, µM (doses to about 76.9 µM), inactives show at the top dose activity change, negative = inhibition, most hits filed as inhibitors | 0.03% of 75,000 active | AID 892; also: % is scaled to controls: 0 for no effect and ±100 for the full control effect
#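 Fluorescence polarization: 100 nM His-tagged BRCA1 BRCT with 100 nM TAMRA-labelled phospho-BACH1 decapeptide, phosphate buffer pH 7.3 with 150 mM NaCl, DTT, 0.01% Tween 20; 12 min RT. Binding inhibition seen as FP decrease.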
# * marks the source's active call; other numbers are inactive results; i = inactive; ? = inconclusive; / = no result given; & = joins results of further samples; [ ] = dose if it differs, or a comment. Unless noted, calls follow the shape of the dose curve; as a rule, active = well fitted curve in the direction sought with a large enough effect; inconclusive = small, poorly fitted or top-dose-only effect, or another doubt; inactive = no such curve, though single readings can be large; an effect the other way counts as inactive or inconclusive. These rows are one share of the data; the hit share may differ from the screen's.
Structure | USP2a inhib | Rhodamine autofl | Casp7 inh | A350 autofl | TexasRed autofl | HEK293 cAMP cs | Fluorescein fluor | Caspase-1 inhib | 4-MU autofl | BRCT PPI green | BRCT inh red
CN(C)c1ccc(N=Cc2nc(-c3ccccc3)oc2O)cc1 | 5.0% | i | -8.8% | i | i | -47.2%[inhibitor] | 4.5e-08M* | -11.8% | i | -28.8% | -17.6%
COC(=O)c1c(NC(=O)CSc2nncs2)sc2c1CCCCC2 | 10.3% | i | -4.8% | i | i | ? | ? | -3.1% | i | 2.7% | -0.1%
Cc1ccc2c(c1)c1c(n2CC(O)Cn2c(C)nc3ccccc32)C(=O)CCC1 (stereo unspecified) | / | / | -7.7% | / | / | 7.9% | / | -7.5% | / | -0.3% | -0.2%
CCOC(=O)CCSc1nc2c(c(C(F)(F)F)c1C#N)CCC2 | -13.0% | i | -0.3% | 3.69e-08M* | i | ? | i | -0.3% | 3.59e-08M* | 1.0% | -0.9%
O=C1CCc2ccccc2O1 | / | / | -2.0% | / | / | 13.4% | / | -2.4% | / | -0.9% | 1.3%
NC(=O)C1(N2CCCCC2)CCN(C(=O)CCCn2c(=O)[nH]c3ccsc3c2=O)CC1 | / | / | 2.0% | / | / | 7.7% | / | -0.7% | / | -0.4% | -0.2%
Cc1noc(C)c1-c1nccc(NC2CC2)n1 | 27.7% | i | -0.4% | i | i | -8.5% | ? | -0.2% | i | -1.9% | -0.1%
Cc1ccc(NC(=O)N(Cc2ccco2)C(C)c2ccco2)cc1C (stereo unspecified) | -2.3% | i | -0.4% | i | ? | ? | i | 1.7% | i | 0.3% | -0.3%
CCCCN1CCCCC1C(=O)Nc1c(C)cccc1C (stereo unspecified) | -3.1% | / | 1.1% | / | / | / | / | 1.8% | / | -1.4%[3.08 µM] | 0.9%
Cc1ccc2c(c1)N(CC(=O)N1CCc3ccccc3C1)C(=O)CO2 | 8.3% | i | 0.7% | i | i | ? | i | -0.8% | i | -0.4% | 1.3%
COC(=O)CSc1nc(N)c(C#N)c(C(C)C)c1C#N | -4.0% | i | -2.0% | ? | ? | 6.6% | ? | 1.8% | ? | 1.3% | 0.3%
Cc1ccc(N2CC(C(=O)Nc3ccncc3)CC2=O)cc1 (stereo unspecified) | 7.5% | i | -0.4% | ? | i | -0.6% | i | 0.0% | i | -1.1% | -0.4%
COC(=O)[C@@H]1C[C@H]1[C@@H](NC(C)=O)c1ccccc1 | / | / | 2.0% | / | / | 9.1% | / | -6.9% | / | -2.1% | 0.4%
COc1ccc(Cc2nc(-c3ccc(Cl)cc3)no2)cc1 | -14.7% | i | -5.4% | i | i | ? | ? | -6.1% | i | -0.1% | 0.3%
Cc1cc(N2CCN(C3CCCCC3)CC2)nc2cccc(O)c12 | / | / | -8.0% | / | / | 9.3% | / | -8.1% | / | 0.3% | -1.9%
Cc1cc(C)n(CC(=O)O)n1 | -1.5% | i | 1.5%[0.00368 µM] | i | i | -0.7% | i | -2.2% | i | 0.1% | -0.7%
Cc1c(N(C)C(=O)C2CCCN2S(=O)(=O)c2ccccc2)c(=O)n(-c2ccccc2)n1C (stereo unspecified) | 1.8% | i | 1.7% | i | ? | 11.0% | i | -1.8% | i | -1.7% | 2.3%
O=C(c1cc(C(F)(F)F)cc(C(F)(F)F)c1)N1CCC2(CCN(Cc3ccccc3)CC2)CC1 | 77.6%[activator] | i | -0.9% | i | i | 19.4% | i | -3.0% | i | -4.2% | -1.1%
CCc1ccc(NC2=NCC(=O)N2Cc2ccc3c(c2)OCO3)cc1 | 34.3%[activator] | i | -1.4% | i | i | 0.0% | i | -2.4% | i | -0.5% | -0.4%
O=C(CSc1nc2ccccc2o1)N1CCN(c2ccc(Cl)cc2)CC1 | 9.1% | i | -1.7% | i | i | 23.7% | ? | -1.0% | i | 0.6% | -0.6%
COc1ccc(C2/C(=C(/O)c3ccccc3)C(=O)C(=O)N2c2ncccn2)cc1OC (stereo unspecified) | / | i | / | i | i | / | i | / | i | / | /
CS(=O)(=O)N1CCN(c2nnc(-c3ccccc3)c3ccccc23)CC1 | 9.9% | i | -0.4% | i | i | 8.9% | ? | -0.1% | i | 0.2% | 1.1%
Cc1ccc(NC(=O)CSc2nnc(Cc3cccn3C)n2-c2ccc(F)cc2)cc1 | / | / | -2.8% | / | / | 2.5% | / | -0.8% | / | 0.2% | -2.1%
COc1cccc(CSc2nnc(-c3ccco3)n2C)c1 | -1.7% | i | 0.1% | i | i | 4.3% | i | -2.3% | i | 0.1% | -0.4%
CCOc1ccc(S(=O)(=O)NC(C)(C)C)cc1-c1nc2c(C(C)(C)C)nn(C)c2c(=O)[nH]1 | / | i | / | i | ? | / | i | / | i | / | /
COc1ccc(N2C(=O)CC(NCc3ccncc3)C2=O)cc1 (stereo unspecified) | -0.8% | i | 0.4% | i | i | 4.0% | i | 0.3% | i | 0.7% | -1.0%
CCOc1ccc(C2C(C(=O)Nc3ccc(F)cc3)=C(C)Nc3nc(CCCO)nn32)cc1 (stereo unspecified) | / | / | -0.3% | / | / | 5.7% | / | 0.3% | / | -2.5% | 0.1%
CC1CCN(Cc2nc3c(c(=O)n(C)c(=O)n3C)n2CCc2ccccc2)CC1 | -0.4% | i | -0.7% | i | i | 5.01µM* | ? | -1.1% | i | -0.5% | -0.3%
COCC(=O)N(Cc1nc2ccccc2c(=O)[nH]1)Cc1cccs1 | / | i | 1.3% | i | i | ? | ? | -5.8% | i | -0.2% | 1.0%
O=C(O)[C@H]1CCCNC1 | -1.7% | i | 1.8% | i | i | -0.4%&-4.8% | i | 4.4% | i | -4.2% | 2.2%
O=C(Nc1ccc(Cc2ccc(NC(=O)N3CCOCC3)cc2)cc1)N1CCOCC1 | -1.3% | i | 1.1% | i | ? | -0.4% | i | 1.6% | i | -0.7% | -0.7%
C[C@](O)(c1ccccc1)c1nccc2ccccc12 | / | i | 2.5%[11.5 µM] | i | i | 14.1%[11.4 µM] | ? | 1.2%[11.5 µM] | i | 3.6%[15.4 µM] | -1.0%[15.4 µM]
C=CCSc1nc(C)c(CC=C)c(=O)[nH]1 | / | i | / | i | i | / | i | / | i | / | /
Cn1c(=O)[nH]c(=O)c2c1nc(NCc1ccco1)n2CCCc1ccccc1 | 0.0% | i | 0.9% | i | ? | -4.2% | ? | 0.0% | i | -2.4% | -2.0%
COc1cc([C@H]2[C@@H]3CCCC[C@]3(O)CCN2CC(=O)Nc2ccc(C)cc2C)ccc1O | 38.7%[activator] | i | -2.7% | i | i | 9.8% | i | -3.6% | i | -0.7% | -0.4%
CCC(C)c1ccc(OCC(=O)O)cc1 (stereo unspecified) | -0.4% | i | -4.1% | i | i | ? | i | 1.1% | i | -0.1% | -2.2%
CCCn1c(-c2ccc(F)cc2)nc2c(NCCN3CCCC3)nc(C)nc21 | / | / | 1.4% | / | / | ? | / | 1.7% | / | 0.3% | 1.8%
COc1ccc(-c2nnn(CC(=O)N(C3CCCC3)C(C)C(=O)NC3CCCC3)n2)cc1OC (stereo unspecified) | 23.2% | i | -0.7% | i | i | ? | i | 0.9% | i | -0.2% | 0.4%
CCOC(=O)c1ccc(N2C(=O)CC(N3CCN(C(=O)c4ccco4)CC3)C2=O)cc1 (stereo unspecified) | 7.2% | i | 0.0% | i | i | 3.0% | i | -1.0% | i | 0.9% | -0.4%
CC1(C)C=C(c2ccc(O)cc2)CC(C)(C)N1 | -2.2% | / | 0.8% | / | / | 13.7% | / | -1.5% | / | 0.5% | -0.7%
CC(C)[C@@H](C)/C=C\[C@@H](C)[C@@H]1CC[C@H]2C3=CC=C4C[C@@H](O)CC[C@]4(C)[C@H]3CC[C@]21C | / | i | -2.4%[11.5 µM] | i | i | -8.7%[11.4 µM] | i | 0.6%[11.5 µM] | i | -1.0%[15.4 µM] | 0.0%[15.4 µM]
CC(C)(C)OC(=O)NCCC(=O)Oc1ccc2ccc(=O)oc2c1 | / | i | / | 1.44e-06M* | i | / | i | / | 1.22e-06M* | / | /
CCOC(=O)N1CCC(N2CCN(S(=O)(=O)c3ccc(NC(C)=O)cc3)CC2)CC1 | -11.9% | i | 3.9% | i | i | 4.5% | i | 0.4% | i | -1.7% | -4.8%
COc1cccc(C2c3c(oc4ccccc4c3=O)C(=O)N2c2ccccn2)c1 (stereo unspecified) | / | / | -2.8% | / | / | 5.6% | / | 3.0% | / | -2.2% | 1.3%
COC(=O)c1ccc(C(NC(=O)OCc2ccccc2)/C(=C/[C@@H](C)C(=O)NCc2cc(F)cc(F)c2)c2cccnc2)cc1 (stereo partly specified) | / | / | -5.2% | / | / | 14.2% | / | -0.9% | / | -0.7% | -1.0%
COc1cc(NC(=O)c2ccco2)c(OC)cc1NC(=O)Nc1cccc(Cl)c1 | 24.5% | i | -12.1% | ? | ? | -34.8%[inhibitor] | ? | ? | ? | -5.0% | -0.3%
Cn1ccnc1SCC(=O)Nc1sccc1C#N | 10.5% | i | -19.5% | 6.44e-08M* | i | 6.6% | ? | -4.6% | 5.09e-08M* | -0.4% | 0.5%
CC(C)(C)OC(=O)N1CCC[C@H]1c1nnc(SCc2ccc(Cl)cc2Cl)o1 | 1.3% | i | -6.0% | i | ? | ? | i | -3.1% | i | -0.3% | -0.2%
